High-throughput results as filed in PubChem.
PLK1 PBD block: blocks phosphopeptide binding to human PLK1 polo-box domain; Plk1 PBD binding of FITC phosphopeptide, fluorescence polarization; Potency, µM, inactives show max response, negative = inhibition, usual class: inhibitors; hit rate 2.8% among 360,000; note: potency is the fitted concentration of half-maximal effect; series mostly up to about 57 µM; % is set by controls: 0 for no effect and ±100 for the full control effect; nearly all actives have a fitted effect of over 65% in size
EPAC1 agonist: agonists of human EPAC1. O95398. hit rate 0.073% among 360,000. Potency, µM (titrated, usually from 154 µM), without a hit: at the top dose activation, actives largely listed as activators. EPAC1 agonist qHTS, biochemical assay; response scale: 100% = response to 6.5 mM cAMP; note: potency is the fitted concentration of half-maximal effect; nearly all actives have a fitted effect of over 60% in size
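EPAC1 100 nM, Rap1B–BODIPY-GDP 250 nM, unlabeled GDP 50 uM; compound titration; 5 min RT; kinetic read ex480/em540 at 5-min intervals ×30 min; data normalized to 6.5 mM cAMP agonist control.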
WRN helicase inh: blocks human WRN helicase. WRN helicase unwinding, fluorescent forked duplex, kinetic. Potency, µM (series often up to 114 µM), for the others: at the highest dose activity change, negative = inhibition, usual class: inhibitors. hit rate 0.46% among 360,000. Q14191; note: potency is the fitted concentration of half-maximal effect; % is set by controls: 0 for no effect and ±100 for the full control effect; nearly all actives have a fitted effect of over 55% in size
Target sequence (Q14191 whole entry, looked up): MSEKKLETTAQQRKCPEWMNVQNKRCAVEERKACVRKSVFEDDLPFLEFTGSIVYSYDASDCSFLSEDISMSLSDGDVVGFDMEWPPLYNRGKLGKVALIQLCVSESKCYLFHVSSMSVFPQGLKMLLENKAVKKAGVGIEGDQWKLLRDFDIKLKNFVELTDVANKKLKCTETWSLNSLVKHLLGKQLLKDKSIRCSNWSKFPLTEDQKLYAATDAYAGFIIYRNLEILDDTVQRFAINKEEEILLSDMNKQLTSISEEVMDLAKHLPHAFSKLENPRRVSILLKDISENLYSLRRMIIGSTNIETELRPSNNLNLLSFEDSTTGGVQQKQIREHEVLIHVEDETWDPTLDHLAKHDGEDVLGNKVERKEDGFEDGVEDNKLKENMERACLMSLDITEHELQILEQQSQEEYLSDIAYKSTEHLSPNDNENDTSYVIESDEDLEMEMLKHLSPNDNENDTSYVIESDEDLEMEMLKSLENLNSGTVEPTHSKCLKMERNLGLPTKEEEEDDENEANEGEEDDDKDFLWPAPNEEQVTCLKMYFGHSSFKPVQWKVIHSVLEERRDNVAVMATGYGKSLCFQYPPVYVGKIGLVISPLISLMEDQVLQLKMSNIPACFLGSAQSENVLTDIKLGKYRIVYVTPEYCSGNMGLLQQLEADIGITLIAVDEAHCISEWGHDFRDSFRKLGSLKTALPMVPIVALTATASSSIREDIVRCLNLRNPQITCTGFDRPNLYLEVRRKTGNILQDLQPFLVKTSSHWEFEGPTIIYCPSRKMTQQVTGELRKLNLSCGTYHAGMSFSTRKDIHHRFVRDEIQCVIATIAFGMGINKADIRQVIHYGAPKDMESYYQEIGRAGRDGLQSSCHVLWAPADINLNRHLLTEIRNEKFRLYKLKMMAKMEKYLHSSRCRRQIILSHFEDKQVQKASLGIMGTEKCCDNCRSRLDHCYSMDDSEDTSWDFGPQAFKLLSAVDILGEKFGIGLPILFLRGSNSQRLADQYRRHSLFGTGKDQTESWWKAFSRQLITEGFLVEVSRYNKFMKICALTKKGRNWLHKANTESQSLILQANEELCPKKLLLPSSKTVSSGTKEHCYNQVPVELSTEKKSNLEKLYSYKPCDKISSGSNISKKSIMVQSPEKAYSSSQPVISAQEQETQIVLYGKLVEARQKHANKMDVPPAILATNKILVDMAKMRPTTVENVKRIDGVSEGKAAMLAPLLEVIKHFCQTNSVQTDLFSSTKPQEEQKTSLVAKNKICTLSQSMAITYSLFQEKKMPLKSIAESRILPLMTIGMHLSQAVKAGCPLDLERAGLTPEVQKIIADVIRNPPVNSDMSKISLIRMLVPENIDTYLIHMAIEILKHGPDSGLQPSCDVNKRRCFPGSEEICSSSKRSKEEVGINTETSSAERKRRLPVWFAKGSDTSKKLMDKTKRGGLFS
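Fluorescence dequenching readout, ex 525 nm/em 598 nm, kinetic mode: forked duplex DNA (100 nM final) with adjacent fluorophore and quencher unwound by WRN (20 nM final) with 2 mM ATP. Compound preincubation 15 min, room temperature.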
FUS yeast rescue: FUS proteinopathy suppression in yeast; hit rate 0.24% among 390,000; AID 1347120; S. cerevisiae FUS-expressing, growth rescue, OD600, 24 h; Potency, µM (doses to about 76.6 µM), for the others: at the top dose growth rescue (activation), most hits filed as activators;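 note: potency is the fitted concentration of half-maximal effect; plate controls were DMSO vehicle for no effect and reference control for full effect; nearly all actives have a fitted effect of over 55% in size; some results filed as inactive show a strong effect at the top dose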
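Toxicity suppression screen in FUS-yeast. Cells induced with 2% galactose, starting OD 0.005, treated 24hr at 30C with compounds at multiple final concentrations; growth by OD600.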
PI5P4Ka inh: blocks human PI5P4K alpha kinase activity | hit rate 1.2% among 330,000 | max response, % | P48426 | PI5P4Kalpha enzyme, ADP-Glo luminescence, 60 min; hits give low values; active = max response of -50% or lower; inconclusive = between -30% and -50%; inactive = -30% or higher; note: value at the top dose of about 77 µM; % is set by controls: 0 for no effect and ±100 for the full control effect
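ADP-Glo luminescence end-point after a 60 min room-temperature kinase reaction. PI5P4Kalpha and substrate in HEPES pH 7.4 buffer with EGTA, 0.1% CHAPS and 5% DMSO; ATP at 5 microM final.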
EPAC1 antagonist: antagonists of human EPAC1 | Potency, µM (highest dose often 115 µM), without a hit: top-dose activity change, negative = inhibition, usual class: inhibitors | EPAC1 GEF assay, Rap1b-BODIPY-GDP exchange fluorescence | hit rate 0.14% among 360,000 | O95398;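 note: potency is the fitted concentration of half-maximal effect; plate controls were vehicle for no effect and positive control for full effect; nearly all actives have a fitted effect of over 50% in size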
Abeta rescue: restores growth of yeast expressing A-beta42 peptide. yeast expressing A-beta42, growth rescue, OD600, 48 h; response scale: 0% DMSO, 100% iron-clioquinol control. Potency, µM (doses to about 46.1 µM), for the others: top-dose growth rescue, actives largely listed as activators. hit rate 0.063% among 410,000. AID 1347071; note: potency is the fitted concentration of half-maximal effect; nearly all actives have a fitted effect of over 55% in size
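Yeast A-beta toxicity model in growth medium with pinned compounds, 48 h at 30 C; growth read as absorbance at 600 nm. Normalized to FeCl3/clioquinol equimolar mix (positive) and DMSO (negative).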
IL2 activator: activators of IL-2; IL-2 activation reporter assay, cell-based qHTS; stimulated with anti-CD3/CD4/CD28 beads; in transgenic mouse T cells; activation, % (series mostly up to about 46 µM); hit rate 0.065% among 360,000; in the data active = activation above about 50%; inconclusive = mostly about 30% to 49%; note: 0% is about no effect
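Screening format: compound pinned onto unstimulated transgenic mouse T cells, 60 min incubation, then anti-CD3/anti-CD4/anti-CD28 bead stimulation for 18 hours at 37 degrees C, followed by EGFP and DsRed detection.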
* = called active by the depositor; ? = inconclusive; . = no result given; [ ] = another dose, or the depositor's remark. Unless noted, calls come from the whole dose curve; as a rule, active = well fitted curve in the direction sought with a large enough effect; inconclusive = small, poorly fitted or top-dose-only effect, or another doubt; inactive = no such curve, though single readings can be large; an effect the other way counts as inactive or inconclusive.

Below each SMILES: PLK1 PBD block	EPAC1 agonist	WRN helicase inh	FUS yeast rescue	PI5P4Ka inh	EPAC1 antagonist	Abeta rescue	IL2 activator
CNC(=S)NNc1nncc2ccccc12
    -1%	7%	-8%	-6%	-12	6%	2%	-1.4
COCCN(C(=O)CSc1cc(C)c2ccccc2n1)c1c(N)n(CC(C)C)c(=O)[nH]c1=O
    ?	4%	2%	.	-1	19%	-10%	-3.9
O=C(c1ccco1)N1CCC(c2ccccc2)C1 (centres undefined)
    -3%	1%	0%	7%	.	11%	-6%	0.5
CC(C)Cn1c(N)c(C(=O)NCC2CCCO2)c2nc3ccccc3nc21 (centres undefined)
    -13%	7%	-15%	?	18	50µM*	19%	-1.9
COc1ccc2nc3cc(Cl)ccc3c(Nc3ccc(O)c(CN4CCN(C)CC4)c3)c2c1
    -3%	-7%	18µM*	.	?	-20%	-9%	-0.6
CCCOc1ccccc1C1CC(=O)NC2=C1C(=O)CCC2 (centres undefined)
    0%	1%	-8%	-26%	-6	-1%	3%[9.22 µM]	-1.1
COc1ccc(NC(=O)CSc2ccccc2)c([N+](=O)[O-])c1
    -16%	12%	-6%	33%	-6	?	6%	-0.5
CC(=O)NC1=NN(C(C)=O)C(C)(c2ccc(C)o2)S1 (centres undefined)
    -14%	3%	-3%	-3%	-2	-12%	-10%	-1.6
COc1ccc(Cl)cc1S(=O)(=O)N1CCCC(C(=O)N2CCCC2)C1 (centres undefined)
    -8%	-4%	-6%	-15%	-2	?	1%	-2.3
Cc1cccc(NC(=O)NCC2CCN(c3ccc(S(=O)(=O)N4CCOCC4)cc3)CC2)c1
    -2%	1%	-3%	28%	-5	-14%	-2%	-0.5
CCOc1ccc(Nc2ncnc(N)n2)cc1
    -1%	3%	-9%	-6%	.	-2%	5%	-1.8
COc1ccc2c(c1)oc(=O)c1ccccc12
    -1%	-6%	6%	-33%	9	-3%	15%	-2.6
CC1=C(C(=O)OCc2ccccc2)C(c2cccs2)NC(=O)N1CCCC(=O)O (centres undefined)
    -11%	-2%	-21%	-12%	-66*	-1%	-7%	1.4
COC(=O)C(O)(CC(=O)Nc1cc(Cl)ccc1Cl)C(F)(F)F (centres undefined)
    -7%	5%	-3%	-16%	-3	-1%	3%	0.1
COCCn1c(SCC(=O)Nc2cc(C)nn2-c2ccccc2)nnc1-c1ccncc1
    -7%	-6%	-7%	19%	4	-8%	1%	-4.8
C=CCN1C(=O)[C@]2(c3ccccc31)C1CCCC=C1C(C#N)=C(N)C2(C#N)C#N (some centres undefined)
    1%	1%	7%	28%	.	1%	-4%	-1.4
CC(=O)Nc1ccc(S(=O)(=O)NCCC(=O)NCC2COc3ccccc3O2)cc1 (centres undefined)
    4%	-12%	-12%	.	-5	6%	3%	-0.6
CCc1ccc(-c2nc(CN3CCC(C(=O)NCc4ccc(F)cc4)CC3)c(C)o2)cc1
    -9%	-6%	-6%	-17%	-26	0%	-7%	-1.5
Cn1ccnc1C1CCCCN1Cc1nc(Cc2ccccc2F)no1 (centres undefined)
    -11%	-8%	-2%	-24%	-1	14%	4%	-2.0
COc1ccc(O)c(-c2cn[nH]c2-c2cccs2)c1
    -12%	-3%	-1%	-4%	2	-5%	21%	-0.8

Structures listed so far that bear a hit mark in WRN helicase inh.
| SMILES | PLK1 PBD block | WRN helicase inh | PI5P4Ka inh | EPAC1 antagonist | IL2 activator |
| --- | --- | --- | --- | --- | --- |
| COc1ccc2nc3cc(Cl)ccc3c(Nc3ccc(O)c(CN4CCN(C)CC4)c3)c2c1 | -3% | 18µM* | ? | -20% | -0.6 |

Continued.
Below each SMILES: PLK1 PBD block	EPAC1 agonist	WRN helicase inh	FUS yeast rescue	PI5P4Ka inh	EPAC1 antagonist	Abeta rescue	IL2 activator
O=C1CC(N2C(=O)/C(=C/C=C/c3ccccc3)SC2=S)C(=O)N1c1ccccc1 (centres undefined)
    -5%	9%	-35%	39%	-1	-25%	2%	0.1
O=C(CN1C(=O)NC2(CCCC2)C1=O)N1CCN(c2ccc(C(F)(F)F)cc2[N+](=O)[O-])CC1
    -14%	3%	7%	-11%	7	-22%	-10%	-0.1
N#CCCN(C(=O)COC(=O)Cc1ccc(Br)cc1)c1ccccc1
    -9%	-3%	5%	15%	1	3%	23%	-2.8
Cc1cc(C)n(CCNC(=O)C2CCC(=O)N(Cc3ccc(Cl)cc3)C2)n1 (centres undefined)
    -5%	0%	-8%	-5%	2	0%	-2%	0.8
COc1ccc(C(=O)N=c2sccn2C)cc1
    10%	-7%	0%	-19%	1	17%	-20%	-2.1
O=C(NCc1ccccc1)/C(=C\c1ccc(O)cc1)NC(=O)c1ccco1
    -12%	8%	-31%	.	-7	0%	-15%	-3.2
COc1ccc(Cl)cc1C(=O)NC(=S)Nc1cc(-c2nc3ccccc3[nH]2)ccc1C
    -18%	10%	-9%	?	-8	-18%	-31%[inhibitor]	0.1
CS(=O)(=O)N1CCN(c2ccc(NC(=O)c3cc4ccccc4o3)cc2)CC1
    4%	15%	4%	1%	-2	-1%	12%	1.3
OCCn1ccc(-c2ccccc2OCc2ccc(F)cc2)n1
    -2%	7%	0%	5%	-3	-6%	-13%	-0.1
O=C(CCN1CCOCC1)N/N=C/c1cc(Br)cc(Br)c1O
    -11%	-3%	-24%	21%	0	-28%	-65%[inhibitor]	-0.3
O=C(Nc1cccc(F)c1)C1CCN(c2nnnn2-c2ccccc2)CC1
    -13%	7%	0%	?	-1	-3%	5%	-2.9
Cc1cc(C)c2cc(CN(CCCO)S(=O)(=O)c3ccccc3F)c(=O)[nH]c2c1
    -6%	4%	17%	29%	4	2%	0%	1.4
CCc1ccc(NC(=O)c2ccc(C3SCC(=O)N3CCc3ccccc3)cc2)cc1 (centres undefined)
    -9%	6%	0%	10%	4	-3%	5%	-2.1
Fc1cc(Br)cc(F)c1NC(=S)N1CCOCC1
    -1%	11%	0%	5%	0	3%	-6%	-1.6
CCC1(C)N=C(N)Nc2nc3cc(C)c(C)cc3n21 (centres undefined)
    4%	5%	1%	-17%	0	-14%	1%	-1.3
CC(=O)N1CC(=O)N(OCc2ccccc2)C1c1ccc(Cl)cc1Cl (centres undefined)
    -9%	5%	-5%	32%	.	4%	-10%	0.5
Nn1c(SCC(=O)Nc2ccccc2C(F)(F)F)nncc1=O
    -9%	14%	3%	-9%	-7	-14%	9%	-2.0
CC1=NOC(=O)/C1=C\c1ccc(-c2ccc(Br)cc2)o1
    0.6µM*	-15%	?	26%	?	?	-30%	-0.2
COC(=O)c1ccc(-n2c(C)cc(C(=O)COC(=O)CNS(=O)(=O)c3ccc(C)cc3)c2C)cc1
    0%	10%	-2%	13%	-5	9%	4%	-2.2
CN(C)c1ccc(S(=O)(=O)NCC(=O)OCC(=O)NC(=O)C2CCCCC2)cc1[N+](=O)[O-]
    -7%	2%	-6%	-3%	3	-8%	-3%	-0.3
Nc1ccc(-c2nnnn2-c2ccc(N)cc2)cc1
    6%	4%	-1%	-18%	-2	-1%	-19%	-2.4
COc1ccc(OCC(=O)OCC(=O)Nc2ccc(S(=O)(=O)N3CCCCC3)cc2)cc1
    -2%	0%	-10%	14%	-2	-8%	6%	-0.1
Nc1ncnc2c1ncn2[C@@H]1O[C@H](C(=O)NS(=O)(=O)c2ccccc2[N+](=O)[O-])[C@@H](O)[C@H]1O
    -2%	-3%	-5%	5%	7	-12%	4%	0.3
Cc1ccc(C(=O)COC(=O)c2c(C)cc(=O)oc2C)cc1[N+](=O)[O-]
    -2%	-5%	5%	.	-4	3%	10%	0.2
Cc1sc2ncnc(OCC(=O)Nc3ccc4c(c3)OCCO4)c2c1C
    0%	4%	-1%	.	-8	5%	-5%	-1.1
Cc1ccc(-c2cnc3cccnn23)cc1F
    1%	1%	-5%	-23%	-2	-2%	-21%	-0.7
CC(C)c1ccc(Nc2ncc3c(n2)CCN(C(=O)Nc2ccc(F)c(Cl)c2)C3)cc1
    -12%	-3%	-9%[57.1 µM]	?	12	-11%	?	-1.0
CC(C)n1cnc2cc(NCc3ccccc3O)ccc21
    5%	-5%	2%	11%	5	-18%	-8%	-1.4
CCCC(=O)Nc1ccc(Cl)c(NC(=O)c2ccc(Br)o2)c1
    -3%	0%	3%	15%	.	2%	-6%	-0.6
COC(=O)c1cccc(NC(=O)/C(=C\c2ccco2)NC(=O)c2ccco2)c1
    -2%	4%	-14%	9%	-21	-2%	11%	-1.7
COc1ccc(C(=O)NC(C)c2ccc(-n3ccnc3)cc2)cc1S(=O)(=O)N1CCOCC1 (centres undefined)
    -4%	0%	-3%	5%	4	-24%	1%	0.8
COc1ccc(OC)c(N/C(=N/c2nc(C)cc(C)n2)NC(C)=O)c1
    -20%	2%	-1%	-4%	9	-8%	5%	-2.1
CCC(C)C(NC(=O)c1ccccc1NC(=O)c1ccccc1)C(=O)O (centres undefined)
    27µM*	-7%	0%	-10%	-13	-17%	4%	-0.7
O=C(Nc1nccs1)Oc1ccccc1
    -18%	2%	11%	10%	0	9%	-3%	-1.4
CCOC(=O)N/N=C/c1cccc(Cl)c1Cl
    0%	-7%	0%	.	0	-1%	-4%	0.5
CCOC(=O)C1=C[C@@H](C(C)C)N(S(=O)(=O)c2ccc([N+](=O)[O-])cc2)[C@H]1c1ccccc1
    0%	-2%	-15%	28%	5	?	-3%	0.0
O=C1c2ccccc2C(=O)C1(CO)c1ccc(OC(F)F)cc1
    -29%	7%	-5%[57.1 µM]	-6%	3	?	-92%[inhibitor]	2.5
COc1ccc(C(=O)NCCc2ccc(C)cc2)cc1OC1CCN(C(C)=O)CC1
    -7%	1%	-14%	20%	-8	2%	11%	-0.8
C=CCNCCCOc1ccc(Cl)cc1Br
    -4%	-6%	-14%	.	10	6%	-8%	-0.5
C=CCSc1nnc(-c2ccc(Cl)cc2Cl)o1
    -4%	7%	3%	7%	.	16%	-7%	0.0
CCOC(=O)N1CCN(C(=O)CSCc2ccccc2)CC1
    -9%	-5%	-19%[57.1 µM]	7%	-5	-6%	7%	2.1
Cc1ccc(S(=O)(=O)N(C)C)cc1NC(=O)Nc1ccccc1F
    9%	9%	-6%	10%	-4	-7%	2%	-2.0
CC(Sc1cnc2ccccc2n1)C(=O)O (centres undefined)
    -6%	3%	2%	-15%	-8	-2%	-7%	1.1
O=C(Nc1nc(-c2ccc(Cl)cc2)cs1)c1cccnc1
    12µM*	-18%	10%	15%	?	-8%	0%	0.3
